Source: PubChem (Sanford-Burnham Center for Chemical Genomics)
APJ ag: agonists of human apelin receptor APJ, primary screen, CHO-K1 cells, PathHunter beta-arrestin, luminescence; activation, % at 20 µM; 0% DMSO wells, 100% apelin; actives 0.11% (n = 330,000); P35414; AID 2520, 2010;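 active = activation more than six SD over the plate average, tested at 20 µM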;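 note: 0% = DMSO alone and 100% = apelin-13 at 10 nM; some results filed as inactive read as strong as hits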
Target sequence (P35414 whole entry, looked up): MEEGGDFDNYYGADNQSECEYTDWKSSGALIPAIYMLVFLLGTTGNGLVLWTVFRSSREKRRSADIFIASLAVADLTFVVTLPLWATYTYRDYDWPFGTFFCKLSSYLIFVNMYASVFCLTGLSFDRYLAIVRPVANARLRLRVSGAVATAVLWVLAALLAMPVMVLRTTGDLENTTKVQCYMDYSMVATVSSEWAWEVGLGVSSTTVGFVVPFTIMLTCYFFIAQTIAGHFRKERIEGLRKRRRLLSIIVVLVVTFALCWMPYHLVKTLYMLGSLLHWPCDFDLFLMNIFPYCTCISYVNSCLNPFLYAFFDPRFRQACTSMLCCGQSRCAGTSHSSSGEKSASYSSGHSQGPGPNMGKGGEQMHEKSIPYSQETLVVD
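Test system: CHO-K1 APJ beta-arrestin complementation cell line | Compound: Single test compound dose, 20 µM final, 1% DMSO | Incubation: Compound 90 min 25 °C, reagent 1 h | Measured by: beta-gal luminescence | Read-out basis: APJ–arrestin association signal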
UPR CHOP act: activators of apoptotic CHOP UPR arm, primary screen, cell-based, CHO-CHOP luciferase reporter, luminescence, uHTS; UPR activation; percent of tunicamycin response over DMSO baseline; activation, % at 10 µM; actives 0.34% (n = 330,000); AID 449763, 2010;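 active = at 10 µM dose, activation of 40% or more, normalized to positive control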;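 note: 100% = tunicamycin at 10 µg/mL and 0% = DMSO alone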
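Test system: CHO-CHOP cells, stable luciferase reporter of PERK-eIF2a-CHOP signalling | Quantity: 500 CHO-CHOP cells per well | Buffer or medium: F12 plus 10% serum | Compound dosing: 10 µM single point, 0.5% DMSO | Schedule: 6 h compound treatment, 37 °C | Signal: Luciferase luminescence | Control set: Tunicamycin high control, DMSO low control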
UPR XBP1 act: activators of adaptive XBP1 UPR arm, primary screen, cell-based, CHO-XBP1 luciferase reporter, luminescence, uHTS | IRE1-XBP1 UPR activation; percent of tunicamycin response, DMSO as zero | activation, % at 20 µM | actives 0.33% (n = 330,000);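 active = versus positive control, 20 µM dose yields 30% or more activation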;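 note: 100% = tunicamycin at 10 µg/mL and 0% = DMSO only wells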
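Material – CHO cell line with stable XBP1 luciferase reporter · Buffer or medium – F12 plus 10% FBS · Compound – single point, 20 µM final compound, 1% DMSO · Schedule – 16-18 h cell attachment at 37 °C, then 6 h compound exposure · Signal – Steady-Glo luminescence read · Benchmarks – high control tunicamycin 10 µg/mL final, low control DMSO vehicle only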
Mdm2-MdmX inh: inhibitors of human Mdm2-MdmX association, primary screen, cell-based, luminescence, split luciferase, SaOS-2, uHTS; Protein Mdm4 (Homo sapiens) + E3 ubiquitin-protein ligase Mdm2 (Homo sapiens), …; SaOS-2 split-luciferase Mdm2/MdmX complementation; inhibition, % at 8 µM; actives 3% (n = 330,000); AID 485346, 2010;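 active = inhibition of at least 50% at 8 µM in the primary screen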
GRIN3A LBD mod: binders of NR3A ligand-binding domain, primary screen, biophysical, differential scanning fluorimetry, uHTS | Tm shift relative to glycine control, % at 25 µM | NR3A LBD differential scanning fluorimetry, Tm shift; 0% = protein alone, 100% = glycine-bound protein | Glutamate receptor ionotropic, NMDA 3A (GRIN3A) ligand-binding domain | AID 1259313, 2017 | actives 2.5% (n = 340,000);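 active = melting temperature shift of at least 10% of the positive control shift, at one fixed dose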
tim10-1 inh: growth inhibitors of tim10-1 mutant yeast, primary screen, luminescence, uHTS. S. cerevisiae tim10-1 ts strain growth, BacTiter-Glo, 24 h. AID 463190, 2010. actives 2.2% (n = 330,000). inhibition, % at 20 µM;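 active = inhibition of at least 40%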;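 note: mutant grown at 25 °C; 0% = DMSO wells with yeast and 100% = wells holding no yeast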
NALP3 yeast inh: NALP3 inflammasome inhibitors in reconstituted yeast, primary screen, luminescence, uHTS | Yeast reconstituted NLRP3/ASC/caspase-1, beta-gal luminescence, 24 h | inhibition, % at 10 µM | actives 0.39% (n = 330,000) | AID 2825, 2010;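 active = inhibition of 50% or more; inactive = inhibition below 50%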;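 note: plate controls were induced DMSO wells for no effect and uninduced yeast grown without galactose for full effect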
TIM10 inh: growth inhibitors of isogenic TIM10 control yeast, primary screen, counter-screen for tim10-1 yeast inhibitor project, luminescence, uHTS. S. cerevisiae TIM10 strain growth, BacTiter-Glo luminescence, 24 h. inhibition, % at 10 µM. actives 1.4% (n = 330,000);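 active = inhibition of 40% or more at the single tested concentration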;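 note: wild-type TIM10 isogenic control strain grown at permissive 25 °C; 0% = DMSO yeast wells and 100% = minimal medium wells without yeast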
tim23-1 inh: growth inhibitors of tim23-1 mutant yeast, primary screen, luminescence, uHTS; S. cerevisiae tim23-1 growth, BacTiter-Glo luminescence, 24 h; inhibition, % at 20 µM; actives 1.3% (n = 330,000);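 active = growth inhibition of the mutant yeast at or above 50%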;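 note: temperature-sensitive mutant grown at 25 °C; plate controls were DMSO-treated mutant yeast for no effect and medium wells lacking yeast for full effect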
An asterisk follows results filed as active; · = no result given. The order is random, and some 8.2% of all compounds hit somewhere here.

SMILES	APJ ag	UPR CHOP act	UPR XBP1 act	Mdm2-MdmX inh	GRIN3A LBD mod	tim10-1 inh	NALP3 yeast inh	TIM10 inh	tim23-1 inh
CCCCN(C(=O)COC(=O)c1nc2nc(C)cc(C)n2n1)C1CCS(=O)(=O)C1 (stereo unspecified)	-3	-0.4	-3	0	0	-10	8	-5	-6
COC(=O)C[C@H](NC(=O)Cn1cnc2c(OCc3ccccc3)ncnc21)C(=O)OC	-3	-1.6	-2	13	0	-15	6	-14	0
O=C(Nc1ccc(F)cc1)Nn1cnnc1	0	1.2	1	9	1	10	6	-6	-1
O=C(c1cccc(-n2cccc2)c1)N1CCN(S(=O)(=O)c2ccccc2)CC1	9	-0.1	-2	-13	·	19	15	13	7
CN(CC1COc2ccccc2O1)C(=S)Nc1ccccc1F (stereo unspecified)	-3	1.6	-3	-4	-1	28	32	41*	43
NC(=O)c1ccsc1NC(=O)CCS(=O)(=O)c1ccc(Cl)cc1	3	1.1	-1	34	0	5	12	6	13
CC(C)(C)OC(=O)N/N=C/c1ccc(Br)cc1	-2	4.7	3	-141	-1	13	-4	15	32
COc1cccc(CN2CCN(C(=O)c3cccc4ccccc34)CC2)c1	-1	-1.5	0	-1	-1	7	13	13	11
O=C(NCCCN1CCCC1=O)c1nnc(Cc2c(F)cccc2Cl)o1	-1	7.9	-2	-9	2	14	-4	-5	-3
CCCCc1ccc(-c2nc(-c3ccncc3)no2)cc1	-1	3.0	-3	-106	0	8	4	4	20
CCn1nnc(-c2ccccc2NC(=O)c2cc(OC)cc(OC)c2)n1	-1	-0.8	0	1	-8	1	21	7	4
O=C(NC1=NCCS1)C1CCCCC1	-3	-1.2	-2	3	0	5	-6	5	13
CC(C)NC(=O)CCS(=O)(=O)c1cccc2nonc12	7	-0.3	-2	10	-2	9	9	-4	6
CC(C)(C)C(=O)Cn1c(=O)n(-c2ccc(F)cc2F)c(=O)c2sccc21	-2	-1.0	0	-24	0	24	8	-1	8
O=C(CCC(=O)c1ccc(F)cc1)NC1CCCN(Cc2ccccc2F)C1 (stereo unspecified)	-2	-0.4	-5	-21	-1	-3	13	-4	4
Cc1ccccc1NC(=O)CSc1nc2n(n1)CCCCC2	0	-0.8	-2	6	-3	2	21	2	8
CCN(CC)c1ccc(/C=N/Nc2nc3ccccc3[nH]2)c(O)c1	4	13	24	58*	-1	17	10	24	44
COc1ccc(N2C(=O)CC(NCc3ccc(F)cc3)C2=O)cc1 (stereo unspecified)	-3	-0.2	-4	-10	0	-8	4	4	15
CCOC(=O)C1=C(COC(=O)c2cccnc2SC)NC(=O)NC1C (stereo unspecified)	-3	0.2	2	7	1	-14	11	-7	-11
O=C(NCC(=O)N1CCN(Cc2ccccc2)CC1)c1ccc(Br)o1	-7	0.2	-4	-25	-1	-11	7	-5	-5
COc1cc(C)c(Br)cc1S(=O)(=O)N1CCCC1	0	-1.5	-4	2	-10	24	5	13	25
CC1CCCC(C)N1C(=S)NCc1ccco1 (stereo unspecified)	-4	-1.5	1	28	1	2	-11	-5	1
COCCn1c(SCC(=O)NCc2cccs2)nnc1-c1ccc(OC)cc1	-2	1.3	-1	19	3	-1	6	-1	2
Cc1onc(-c2ccccc2Cl)c1C(=O)OCN1C(=O)c2ccccc2C1=O	-3	-2.9	1	14	0	15	18	-14	-5

Entries of single compounds, quoted from the list. Screens in order: APJ ag	UPR CHOP act	UPR XBP1 act	Mdm2-MdmX inh	GRIN3A LBD mod	tim10-1 inh	NALP3 yeast inh	TIM10 inh	tim23-1 inh
CC1CCCC(C)N1C(=S)NCc1ccco1 (stereo unspecified) is listed with -4	-1.5	1	28	1	2	-11	-5	1
O=C(CCC(=O)c1ccc(F)cc1)NC1CCCN(Cc2ccccc2F)C1 (stereo unspecified) is listed with -2	-0.4	-5	-21	-1	-3	13	-4	4
Cc1ccccc1NC(=O)CSc1nc2n(n1)CCCCC2 is listed with 0	-0.8	-2	6	-3	2	21	2	8
COc1ccc(N2C(=O)CC(NCc3ccc(F)cc3)C2=O)cc1 (stereo unspecified) is listed with -3	-0.2	-4	-10	0	-8	4	4	15
COCCn1c(SCC(=O)NCc2cccs2)nnc1-c1ccc(OC)cc1 is listed with -2	1.3	-1	19	3	-1	6	-1	2

Going on with the list.
SMILES	APJ ag	UPR CHOP act	UPR XBP1 act	Mdm2-MdmX inh	GRIN3A LBD mod	tim10-1 inh	NALP3 yeast inh	TIM10 inh	tim23-1 inh
CC(O)c1nc2ccccc2n1CC(=O)Nc1ccc(F)cc1Cl (stereo unspecified)	-1	-0.9	0	10	-8	-5	8	-7	13
O=C(CCN1CCc2ccccc2C1)Nc1ccccc1	-4	2.9	0	12	0	16	-14	14	22
C#CCNC(=O)C1=C[C@@H](c2ccc(Br)cc2)[C@H](CCCO)[C@@H](OCC)O1	-2	-0.7	-1	13	0	5	0	2	7
Nc1nnc(SCC(=O)OCC(=O)NC2CCCCC2)s1	-2	1.8	-1	-10	1	9	-5	-2	1
O=C1[C@H]2[C@@H](c3ccc(Cl)cc3)N3C(=O)N(c4cccc(F)c4)C(=O)[C@@]3(Cc3ccccc3)[C@H]2C(=O)N1C1CCCCC1	2	1.7	1	5	0	0	26	5	11
N/C(Cc1ccc(Cl)cc1Cl)=N\OC(=O)c1ccccc1	8	-0.6	0	3	-1	65*	22	86*	20
Cc1ccc2c(c1)N(C(=O)CCC(=O)N1CCN(c3ccccn3)CC1)CCO2	4	-0.9	-2	8	-1	-10	28	-4	-1
CC1Cc2cc(S(=O)(=O)CCC(=O)N3CCN(c4ccccc4)CC3)ccc2N1C(=O)C1CC1 (stereo unspecified)	1	-1.4	-3	-1	-5	22	6	4	15
Cc1ccc(OCC(=O)NNC(=O)[C@@H]2CCCC[C@@H]2C(=O)O)c(Br)c1	-7	-0.6	2	2	2	8	20	5	6
CCc1nccn1CCC(=O)NC1CC(C)(C)Cc2c1cnn2-c1ccc(OC)cc1 (stereo unspecified)	13	1.2	-6	10	-3	12	6	0	8
CCc1ccc(C(=O)OCC(=O)N(CCOC)c2c(N)n(Cc3ccccc3)c(=O)[nH]c2=O)cc1	-3	1.9	-4	4	0	-3	1	0	-10
CCOC(=O)C1=CCC2c3c(c4ccccc4n3C)C(=O)C1N2C(=O)OC(C)(C)C (stereo unspecified)	5	2.3	-2	8	1	6	5	-2	8
CCOc1cc(/C=C2\N=C(C)OC2=O)cc(Cl)c1OCC(=O)OC	-4	1.6	-3	5	-1	17	1	14	16
O=S1(=O)N=C(Nc2ccc(N3CCOCC3)cc2)c2ccccc21	-5	3.4	1	14	0	1	10	-2	15
O=S(=O)(c1cc(Cl)ccc1Cl)n1cccn1	-3	-0.8	1	22	-1	20	-37	22	6
CCN(CC)S(=O)(=O)c1ccc(-c2nnc(SCC(=O)Nc3cc(OC)cc(OC)c3)o2)cc1	-1	-1.1	-2	17	-1	8	12	11	-6
CC(=O)Nc1cccc(NC(=O)c2cc(-c3ccccn3)nc3ccc(Cl)cc23)c1	0	3.6	0	29	-14	7	5	11	8
O=C(NCCc1ccccc1Cl)c1ccc2nc3ccccc3c(=O)n2c1	0	1.1	-4	-7	-9	14	19	-19	20
CSCCC1NC2(C(=O)Nc3c2ccc(Cl)c3C)[C@@H]2C(=O)N(C3CCCC3)C(=O)[C@H]12 (stereo partly specified)	-2	-1.6	-1	19	-3	28	8	23	20
Cc1nnsc1C(=O)Nc1ccccc1	0	1.8	-1	-13	0	10	6	5	-6
COc1ccc(/C=N/NC(=O)c2ccccc2O)cc1Cn1nnc2ccccc21	-7	0.7	1	24	-2	-21	8	-5	-14
Cc1occc1C(=O)N1CCCc2ccccc21	1	-0.9	0	31	3	24	2	8	19
CCCc1cc(C(=O)NNC(=S)NC2CCCCC2)cs1	-1	1.3	-3	5	1	2	17	13	21
Cc1cc(C)cc(N2C(=O)CC(N(C(=O)c3ccco3)c3cc(C)cc(C)c3)C2=O)c1 (stereo unspecified)	-3	-1.3	-2	7	1	23	8	20	22

Nothing new here: entries from further up.
SMILES	APJ ag	UPR CHOP act	UPR XBP1 act	Mdm2-MdmX inh	GRIN3A LBD mod	tim10-1 inh	NALP3 yeast inh	TIM10 inh	tim23-1 inh
CCCc1cc(C(=O)NNC(=S)NC2CCCCC2)cs1	-1	1.3	-3	5	1	2	17	13	21
Cc1cc(C)cc(N2C(=O)CC(N(C(=O)c3ccco3)c3cc(C)cc(C)c3)C2=O)c1 (stereo unspecified)	-3	-1.3	-2	7	1	23	8	20	22

A second format for 3 compounds above.
Cc1nnsc1C(=O)Nc1ccccc1
  APJ ag = 0; UPR CHOP act = 1.8; UPR XBP1 act = -1; Mdm2-MdmX inh = -13; GRIN3A LBD mod = 0; tim10-1 inh = 10; NALP3 yeast inh = 6; TIM10 inh = 5; tim23-1 inh = -6
COc1ccc(/C=N/NC(=O)c2ccccc2O)cc1Cn1nnc2ccccc21
  APJ ag = -7; UPR CHOP act = 0.7; UPR XBP1 act = 1; Mdm2-MdmX inh = 24; GRIN3A LBD mod = -2; tim10-1 inh = -21; NALP3 yeast inh = 8; TIM10 inh = -5; tim23-1 inh = -14
Cc1occc1C(=O)N1CCCc2ccccc21
  APJ ag = 1; UPR CHOP act = -0.9; UPR XBP1 act = 0; Mdm2-MdmX inh = 31; GRIN3A LBD mod = 3; tim10-1 inh = 24; NALP3 yeast inh = 2; TIM10 inh = 8; tim23-1 inh = 19

(more compounds)
SMILES	APJ ag	UPR CHOP act	UPR XBP1 act	Mdm2-MdmX inh	GRIN3A LBD mod	tim10-1 inh	NALP3 yeast inh	TIM10 inh	tim23-1 inh
CN(C)CC/C=C1\c2ccccc2Sc2ccc(Cl)cc21	-5	-1.1	-1	42	0	39	29	16	-10
COc1ccc(OC)c(C2C(C#N)=C(N)N(N(C)C)C3=C2C(=O)CC(C)(C)C3)c1 (stereo unspecified)	-2	2.6	-4	14	-1	3	2	18	14
CC1=CC(=O)N(c2cccc(C(F)(F)F)c2)C1c1ccc(Cl)cc1 (stereo unspecified)	-3	-1.1	-2	18	-10	26	5	24	18
Cc1ccc(-n2cnc3scc(-c4cccs4)c3c2=O)cc1	-4	1.4	-1	24	-4	41*	15	31	50*
CC(C)C(c1nnnn1C1CCCC1)N1CCOCC1 (stereo unspecified)	0	0.3	1	-34	1	11	15	1	4
